From PubChem BioAssay
RPL19A TOR yeast: RPL19A-GFP expression modulators in yeast, primary screen, cell-based, S. cerevisiae, multiplex flow cytometry, MLPCN. S. cerevisiae RPL19A-GFP strain, 3 h; hits give low values. AID 2025, 2009. actives 0.3% (n = 330,000). percent response vs DMSO, % at 10 µM;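 active means percent response vs DMSO below 50%; inconclusive means fewer than 70 events counted for the yeast strain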;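 further: median channel GFP fluorescence of the barcoded RPL19A-GFP strain; ratio of sample median GFP to plate DMSO average so 100% = DMSO; lower means less RPL19A-GFP as with rapamycin TOR inhibition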
AGP1 TOR yeast: modulators of AGP1-GFP expression in yeast TOR pathway, primary screen, cell-based, multiplex flow cytometry, S. cerevisiae, MLPCN library; GFP response vs DMSO, % at 10 µM; 3 h; GFP as percent of DMSO wells; actives 0.02% (n = 320,000);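 active means GFP response relative to DMSO above a set limit, near screen average plus 3 SD, cut at about 150% in these data; inconclusive means fewer than 70 cells counted for the yeast strain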;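 further: median GFP channel fluorescence of the gated AGP1 strain per well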
AHR activator: AHR activators, primary screen, cell-based, luminescence, luciferase reporter, human; AHR-responsive luciferase reporter cells; activation, % at 5 µM; actives 2.5% (n = 320,000); AID 2796, 2010; in the data active means activation above about 47%;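 further: 0% = vehicle wells and 100% = reference agonist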
LAP4-GFP MLPCN: modulators of LAP4-GFP expression in yeast, primary screen, S. cerevisiae, multiplex flow cytometry, MLPCN library. 3 h; median GFP as percent of DMSO wells. actives 0.34% (n = 320,000). GFP response vs DMSO, % at 10 µM;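 active means GFP response vs DMSO above a set limit, about the screen mean plus 3 SD, cut at about 150% in these data; inconclusive means under 70 cell events counted for the yeast strain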
procasp7 counter: procaspase-7 activators, primary screen, counter-screen for procaspase-3 activator project, biochemical, absorbance, HTS, human; Caspase-7 (Homo sapiens), P55210; recombinant procaspase-7, Ac-DEVD-pNA absorbance 405 nm; D23A/D198A/D206A triple mutant, cannot self-cleave; scale: DMSO 0, 5 µM enzyme 100; actives 0.093% (n = 330,000); activation, % at 8.5 µM;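 active means percent activation above the screen-wide mean plus 3 SD, cut at about 25% in these data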
Target sequence (P55210 whole entry D23A/D198A/D206A): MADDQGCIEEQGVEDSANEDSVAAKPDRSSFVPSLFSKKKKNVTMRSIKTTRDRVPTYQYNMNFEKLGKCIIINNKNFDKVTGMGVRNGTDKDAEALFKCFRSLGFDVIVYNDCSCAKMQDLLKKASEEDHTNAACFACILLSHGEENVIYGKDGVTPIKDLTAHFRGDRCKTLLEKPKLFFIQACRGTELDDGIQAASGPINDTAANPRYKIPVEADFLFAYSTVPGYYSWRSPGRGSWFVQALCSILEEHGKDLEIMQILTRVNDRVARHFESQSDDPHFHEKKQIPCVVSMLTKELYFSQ
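Assay system – Uncleavable procaspase-7 mutant enzyme · Quantity – 2 µM procaspase-7 mutant as dispensed · Times – 1 h preincubation, 2 h reaction · Dosing – single nominal 8.5 µM compound dose, 0.8% DMSO final · Buffer or medium – Zinc-free 50 mM HEPES buffer, pH 7.4, with NaCl and Triton X-100 · Detection – Epi-absorbance of released pNA at 405 nm, two timepoints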
CIT2 TOR yeast: modulators of CIT2-GFP expression in yeast, primary screen, S. cerevisiae, GFP fusion, multiplex flow cytometry, MLPCN library; GFP response vs DMSO, % at 10 µM; actives 0.065% (n = 320,000); S. cerevisiae CIT2-GFP strain, 3 h; 100 means same as DMSO wells;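 active means GFP response relative to DMSO above a set limit, near the screen mean plus 3 SD, cut at about 150% in these data; inconclusive means Fewer than 70 cells measured for a yeast strain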;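 further: ratio of well median GFP fluorescence to mean of DMSO wells on the plate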
procasp3 activ: activators of human procaspase-3 D3A mutant, primary screen, biochemical, absorbance, PC-3 D3A mutant, single concentration | Caspase-3 (Homo sapiens), P42574 | recombinant procaspase-3 D3A, Ac-DEVD-pNA absorbance 405 nm | activation, % at 8.5 µM | actives 0.11% (n = 330,000);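 active means activation above the mean of all tested compounds plus 3 SD, cut at about 21% in these data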;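 further: 0% = DMSO alone and 100% = DMSO wells spiked with extra 5 µM PC-3 D3A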
Target sequence (P42574 whole entry D9A/D28A/D175A): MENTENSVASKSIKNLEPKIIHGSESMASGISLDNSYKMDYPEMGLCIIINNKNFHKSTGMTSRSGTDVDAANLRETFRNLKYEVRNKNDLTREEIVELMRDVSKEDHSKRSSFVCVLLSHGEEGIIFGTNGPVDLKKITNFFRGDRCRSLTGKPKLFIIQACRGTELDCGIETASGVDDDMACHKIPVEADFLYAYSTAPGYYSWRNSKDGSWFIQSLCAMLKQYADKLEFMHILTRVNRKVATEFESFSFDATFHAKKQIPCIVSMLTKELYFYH
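Compound: 8.5 µM single point, 0.8% DMSO / Material: Autoprocessing-dead procaspase-3 D3A mutant enzyme / Timing: 1 h preincubation plus 2 h reaction at 25 °C / Medium: Zinc-free HEPES/NaCl buffer with 0.01% Triton X-100 at pH 7.4 / Technique: 405 nm absorbance of p-nitroaniline, reads at 0 and 120 min / Repeats: one well per compound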
MEP2-GFP yeast: modulators of MEP2-GFP levels in yeast, primary screen, S. cerevisiae, multiplex flow cytometry, MLPCN library. S. cerevisiae MEP2-GFP strain, 3 h; 100% = DMSO control level. actives 0.51% (n = 330,000). GFP response vs DMSO, % at 10 µM;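 active means GFP response versus DMSO above a set limit, roughly screen mean plus 3 SD, cut at about 180% in these data; inconclusive means fewer than 70 cells counted for a yeast strain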;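 further: median GFP fluorescence of the barcode-gated MEP2-GFP cells per well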
* marks the source's active call; other numbers are inactive results; ? = inconclusive; . = not tested or not shown; [ ] = remark or other dose.

SMILES	RPL19A TOR yeast	AGP1 TOR yeast	AHR activator	LAP4-GFP MLPCN	procasp7 counter	CIT2 TOR yeast	procasp3 activ	MEP2-GFP yeast
Cc1ccc(NC(=O)C2CCN(c3ncnc4c3nc3n4CCCCC3)CC2)nc1	101	103	2	102	8	111	-1	106
O=C(O)C1CCN(C(=O)CSc2nnc3ccccn23)CC1	103	104	0	99	-7	110	5	99
N#Cc1ccsc1NC(=O)COC(=O)CCCSc1nc2ccccc2s1	98	93	0	98	2	.	15	99
Cc1cc(C)nc(SCc2nnc(SCC(=O)N3CCCc4ccccc43)o2)n1	98	97	5	100	-2	98	-4	101
Cc1cc(C)n2nc(CNS(=O)(=O)c3ccc([N+](=O)[O-])cc3)nc2n1	29*[may fluoresce violet]	?	2	80[may fluoresce violet]	12	?	6	130[may fluoresce violet]
C[C@@H](NC(=O)c1nc[nH]c1C(=O)NCc1ccc(CNC(=O)OC(C)(C)C)cc1)c1ccccc1	94	100	0	97	2	97	6	96
CCOC(=O)C1Sc2[nH]c(=O)sc2C(c2ccc(Cl)cc2)C1C(=O)OCC (configuration not stated)	104	97	-1	109	-1	100	-4	103
Cc1c(N=Cc2c(O)n(Cc3ccco3)c(=O)c3ccccc23)c(=O)n(-c2ccccc2)n1C	98	108	12	101	-16	98	0	111
CC(C)OCCCn1c(SCC(=O)Nc2ccccc2C(F)(F)F)nc2nccnc2c1=O	100	101	-2	103	2	98	3	107
CCCN(CCC)S(=O)(=O)c1ccc(C(=O)NCc2ccco2)cc1	102	106	-4	98	-9	100	-5	99
Clc1cccc2c3c([nH]c12)CCNC3	104	108	3	101	-3	100	-5	105
COc1ccc(Cl)cc1NC(=O)CN1CCCCCC1	103	95	8	98	-7	98	7	98
O=C(CC(=O)c1ccccc1)Nc1ccc2c(c1)OCCO2	99	101	16	102	-3	106	7	107
COc1ccc(CC(=O)Nc2cc(C)on2)cc1OC	107	112	1	115	8	114	0	109
O=C(CN1CCN(c2ccccn2)CC1)N1c2ccccc2Sc2ccc(C(F)(F)F)cc21	102	104	-3	107	10	100	1	103
C#CCOCCOCCOCCNc1nc(N2CCN(C(=O)[C@H]([C@@H](C)CC)n3cc([C@@H](N)CO)nn3)CC2)nc(N2CCN(C(=O)[C@H](Cc3cc4ccccc4[nH]3)n3cc([C@@H](N)C(C)CC)nn3)CC2)n1 (some centres not stated)	108	96	10	127	-4	106	-2	94
CCOC(=O)c1cnc(SCc2cccc3ccccc23)nc1N	98	98	-1	94	10	94	5	97
O=C(O)CCC(=O)NNC(=O)c1ccc(-c2ccccc2)cc1	106	103	3	95	-2	104	9	99
Nc1c(C(=O)NCCN2CCOCC2)c2nc3ccccc3nc2n1CCc1ccccc1F	98	104	-5	91	4	98	1	103
Cc1cc(C)n(-c2ccc(C(=O)Nc3ccc(S(=O)(=O)N(C)C)cc3)cc2)n1	101	98	-1	91	6	104	7	100

Five compounds from above, sorted by their value in CIT2 TOR yeast, low to high.
| structure | CIT2 TOR yeast |
| --- | --- |
| CCOC(=O)c1cnc(SCc2cccc3ccccc23)nc1N | 94 |
| Nc1c(C(=O)NCCN2CCOCC2)c2nc3ccccc3nc2n1CCc1ccccc1F | 98 |
| O=C(O)C1CCN(C(=O)CSc2nnc3ccccn23)CC1 | 110 |
| Cc1ccc(NC(=O)C2CCN(c3ncnc4c3nc3n4CCCCC3)CC2)nc1 | 111 |
| COc1ccc(CC(=O)Nc2cc(C)on2)cc1OC | 114 |

Following part
SMILES	RPL19A TOR yeast	AGP1 TOR yeast	AHR activator	LAP4-GFP MLPCN	procasp7 counter	CIT2 TOR yeast	procasp3 activ	MEP2-GFP yeast
CSCC[C@H](NC(=O)CCn1nnc2ccccc2c1=O)C(=O)O	85	85	-3	80	5	90	4	86
Cc1ncn(C23CC4CC(CC(O)(C4)C2)C3)n1	98	99	1	98	5	96	1	100
Cc1nc2ccc(OC(=O)c3ccccc3)cc2s1	101	108	1	90	2	107	5	99
O=C(Nc1ccc(F)cc1)C1(S(=O)(=O)c2ccc(Cl)cc2)CC1	68	15	0	102	-3	82	3	139
Cc1cccn2cc(CCNS(=O)(=O)c3ccc([N+](=O)[O-])cc3)nc12	96	98	0	107	0	95	2	100
N#Cc1cccc(NC(=O)CSc2n[nH]c(=O)[nH]c2=O)c1	101	105	0	107	-4	115	-3	100
Cc1cc(=O)oc2cc(NC(=O)c3ccccc3OC(F)F)ccc12	103	104	37	108	1	104	-4	98
O=C(CCCc1cccs1)N1CCN(S(=O)(=O)c2ccccc2Br)CC1	100	100	0	112	4	101	-12	107
CC(C)Cc1nn2c(=O)cc(O)nc2s1	112	106	8	91	7	106	1	103
CC1(c2nnc(-c3ccncc3)o2)CC(c2ccccc2)=NO1 (configuration not stated)	97	93	0	95	-13	97	1	98
O=c1oc2c(CN3CCCCC3)c(O)ccc2c2c1CCCC2	100	103	13	102	5	102	7	105
Cc1nc(SCC(=O)N(C)C2CCS(=O)(=O)C2)c2ccccc2n1 (configuration not stated)	99	103	16	105	0	92	10	96
Cc1cc(NC(=O)c2cc3ccccc3o2)ccc1NC(=O)c1ccccc1	104	96	0	98	-1	96	-2	104
CN(C)CC1CCCCC1C1(O)c2ccccc2CSc2sccc21 (configuration not stated)	96	105	0	100	8	100	5	102
Cc1noc(C)c1S(=O)(=O)N1CCCC(C(=O)c2cccc(OC(C)C)c2)C1 (configuration not stated)	94	83	10	71	1	83	-1	89
C=CCNCc1cccn1-c1ccccc1	99	98	0	95	0	96	-2	99
Cc1ccc(-c2c[n+](Cc3ccc(Cl)cc3)c3n2CCC3)cc1	100	108	-2	115	5	106	2	119
CCN(CC)C(=O)c1sc2nc(-c3ccncc3)[nH]c(=O)c2c1C	104	98	5	99	18	96	0	110
Cc1ccc(S(=O)(=O)Nc2ccc(SC(F)F)cc2)c(C)c1	104	92	-3	112	-8	86	-13	99
COc1ccccc1NC(=O)COC(=O)C1C2CC3OC(=O)C1C3C2 (configuration not stated)	95	95	1	103	2	88	4	97

Part of the list above, reformatted:
| SMILES | RPL19A TOR yeast | AGP1 TOR yeast | AHR activator | LAP4-GFP MLPCN | procasp7 counter | CIT2 TOR yeast | procasp3 activ | MEP2-GFP yeast |
| --- | --- | --- | --- | --- | --- | --- | --- | --- |
| Cc1cc(NC(=O)c2cc3ccccc3o2)ccc1NC(=O)c1ccccc1 | 104 | 96 | 0 | 98 | -1 | 96 | -2 | 104 |
| O=c1oc2c(CN3CCCCC3)c(O)ccc2c2c1CCCC2 | 100 | 103 | 13 | 102 | 5 | 102 | 7 | 105 |
| Cc1nc(SCC(=O)N(C)C2CCS(=O)(=O)C2)c2ccccc2n1 (configuration not stated) | 99 | 103 | 16 | 105 | 0 | 92 | 10 | 96 |
| O=C(Nc1ccc(F)cc1)C1(S(=O)(=O)c2ccc(Cl)cc2)CC1 | 68 | 15 | 0 | 102 | -3 | 82 | 3 | 139 |
| Cc1ccc(-c2c[n+](Cc3ccc(Cl)cc3)c3n2CCC3)cc1 | 100 | 108 | -2 | 115 | 5 | 106 | 2 | 119 |
| N#Cc1cccc(NC(=O)CSc2n[nH]c(=O)[nH]c2=O)c1 | 101 | 105 | 0 | 107 | -4 | 115 | -3 | 100 |
| Cc1nc2ccc(OC(=O)c3ccccc3)cc2s1 | 101 | 108 | 1 | 90 | 2 | 107 | 5 | 99 |

The main list resumes, repeating the 2 entries before the break.
SMILES	RPL19A TOR yeast	AGP1 TOR yeast	AHR activator	LAP4-GFP MLPCN	procasp7 counter	CIT2 TOR yeast	procasp3 activ	MEP2-GFP yeast
Cc1ccc(S(=O)(=O)Nc2ccc(SC(F)F)cc2)c(C)c1	104	92	-3	112	-8	86	-13	99
COc1ccccc1NC(=O)COC(=O)C1C2CC3OC(=O)C1C3C2 (configuration not stated)	95	95	1	103	2	88	4	97
CCC(C)(C)n1nnnc1C(c1ccc2ncccc2c1)N1CCN(c2ccc(O)cc2)CC1 (configuration not stated)	92	100	-1	109	-27	95	-22	95
COC(=O)c1ccc(CN(c2ccc(C(=O)O)c(O)c2)S(=O)(=O)c2ccc(Cl)c([N+](=O)[O-])c2)cc1	106	95	0	90	1	104	-6	107
COc1ccc([N+](=O)[O-])cc1NC(=O)C(C)OC(=O)C1CCCC1 (configuration not stated)	101	94	2	96	7	95	-3	97
COc1cccc(OC)c1C(=O)Nc1cc(Cl)ccc1N1CCOCC1	106	106	4	108	4	117	-8	106
CN(CCC#N)C(=O)COC(=O)c1nn(-c2ccccc2)c(=O)c2ccccc12	96	99	2	98	-6	86	-1	99
COc1cc(/C=C(\NC(C)=O)C(=O)N2CCCCC2)ccc1OC(C)=O	109	107	-1	98	-3	107	12	108
CCCCn1c(-c2ccco2)n[nH]c1=S	105	101	0	99	-6	112	-13	110
CCOCCCNCc1ccc(OC)c(OC)c1	97	96	-1	87	12	.	-3	94
O=[N+]([O-])c1c(Nc2ccccc2O)cc(Cl)c2nonc12	94	73	.	126	.	93	.	91
CC(=O)Nc1ccc(Oc2ccccc2)cc1	104	102	0	125	9	97	5	111
Cc1ccc(C)c(C(=O)COC(=O)c2cccc(N3C(=O)c4c(C)nc5ccccc5c4C3=O)c2)c1	96	98	4	95	6	96	1	100
CC(C)c1[nH]nc2c1C(c1ccco1)C(C#N)=C(N)O2 (configuration not stated)	105	98	0	109	4	95	-2	96
COc1ccc(N2CC(C(=O)Nc3nc4ccccc4s3)CC2=O)cc1 (configuration not stated)	97	105	4	110	14	101	4	102
N#Cc1ccc(-c2ccco2)nc1SCC(=O)c1ccc(Cl)cc1	93	92	12	98	-6	88	-16	94
CCc1ccc(CC2S/C(=C(\C#N)C(C)=O)NC2=O)cc1 (configuration not stated)	98	103	7	99	-18	92	-18	94
CCCCNc1nc2ccccc2n1CC(=O)N1CCc2ccccc2C1	100	108	0	100	19	101	-1	104
O=C(NCc1ccc(F)cc1)c1cnc(Cl)c(Cl)c1	95	87	-1	92	-1	85	1	91
CN1C(=O)[C@H]2[C@@H](c3ccc(F)cc3)N3C(=O)c4ccccc4NC(=O)[C@@]3(C)[C@H]2C1=O	101	88	3	133	6	75	2	98
CN(Cc1ccccn1)Cc1nc(Cc2ccccc2Cl)no1	105	98	0	85	-1	101	3	100
CCCOc1ccc2oc(=O)c3c(c2c1)CCCN3C(=O)CN1CCN(c2ncccn2)CC1	102	104	3	100	4	117	1	107
Cc1ccc(C(=O)N2CCC(n3nccc3NC(=O)c3ccccc3C)CC2)cn1	95	97	1	95	2	94	6	98
